# M. tuberculosis – growth inhibition of non-replicating M. tuberculosis (AID 488890). Mycobacterium tuberculosis non-replicating, growth inhibition; higher % means a stronger effect. inhibition, % at 25 µM, or IC50 in µM where a hit was titrated. 0.39% of 320,000 active; in the data active = a potency from the dose series; inconclusive = inhibition mostly from about 82% at the one dose, without a potency; inactive = the rest, 99 in 100 with inhibition below about 76%;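 note: plate controls were DMSO cells for no effect and high antibiotic wells for full effect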
# PhoP GFP inhibition – PhoP regulon inhibitors, Salmonella typhi PhoP promoter GFP reporter, confirmatory (AID 1850); Salmonella Typhi PhoP-promoter GFP reporter, fluorescence, 4 h; higher % means a stronger effect; 0.33% of 310,000 active; inhibition, % at 50 µM; hits with a dose series show IC50 in µM; in the data active = a potency from the dose series; inconclusive = inhibition mostly from about 25% at the one dose, without a potency; inactive = the rest, 99 in 100 with inhibition below about 19%;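 note: 0% = induced wells with vehicle and 100% = uninduced wells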
# M. tuberculosis HTS – M. tuberculosis growth inhibition, HTS (AID 449762); 0.59% of 330,000 active; one-dose inhibition, % at 25 µM; IC50 in µM for titrated hits; M. tuberculosis H37Rv growth inhibition, 7H9 media; higher % means a stronger effect; in the data active = a potency from the dose series; inconclusive = inhibition above about 70% without an active follow-up result;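 note: bacterial growth assessed after seven days of incubation; strong numbers were not always called active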
# influenza NS1A – H1N1 influenza NS1A inhibitors, functional cell based assay (AID 504329); NS1A functional cell-based assay, percent inhibition; higher % means a stronger effect; inhibition, % at 12.5 µM; hits with a dose series show IC50 in µM; 0.3% of 340,000 active; in the data active = a potency from the dose series; inconclusive = inhibition above about 27% without an active follow-up result; note: strong numbers were not always called active
# inhibitors of VEEV – inhibitors of VEEV TC-83 cytopathic effect, confirmation, Vero cells (AID 588727); one-dose inhibition, % at 20 µM; IC50 in µM for titrated hits; 0.13% of 350,000 active; Vero cells, VEEV TC-83 cytopathic effect inhibition; higher % means a stronger effect; in the data active = a potency from the dose series; inconclusive = inhibition mostly from about 14% at the one dose, without a potency; inactive = the rest, 99 in 100 with inhibition below about 12%; note: strong numbers were not always called active
# inhibitors of VEEV 10K pilot screen – recorded beside inhibitors of VEEV, whose call it bears; inhibition, %; measured here: 10K pilot screen inhibition
# Starred values were filed as active, the others as inactive; i = inactive; ? = inconclusive; · = no result given; & = joins results of further samples.
SMILES,M. tuberculosis,PhoP GFP inhibition,M. tuberculosis HTS,influenza NS1A,inhibitors of VEEV,others
CC(C)(C)OC(=O)N1CCC(C(=O)N2CCC[C@H]2C(=O)O)CC1,-15%,14%,1%,2%,0.7%,
FC(F)(F)c1nnc(-c2ccccc2)nc1N1CCCC1,12%,5%,-5%,6%,1.1%,
O=C(NC(=S)NCCOCc1ccc(Cl)cc1)c1cccnc1,66%,1%,-12%,1%,2.2%,
COc1ccc(CCNC(=O)Nc2cccc([N+](=O)[O-])c2)cc1OC,23%,-14%,0%,-8%,1.3%,
O=C(Cn1cnc2scc(-c3ccc(Cl)cc3)c2c1=O)N1CCOCC1,4%,12%,3%,-6%,i,
O=C(OCc1ccccc1)/C(=C/c1cccc(Br)c1)NC(=O)c1ccco1,19%,-3%,1%,-1%,3.9%,
N#Cc1ccc(C(=O)NC(=S)N2CCOCC2)cc1,-8%,·,1%,-9%,i,
CC1(C)Nc2cccc3cccc(c23)N1,·,·,·,-19%,i,
Cc1nnc(SCC(=O)Nc2sc3c(c2C(N)=O)CCC(C)C3)[nH]c1=O (centres undefined),39%,·,4%,-11%,0.3%,
CC1(C)C2CCC1(CS(=O)(=O)Nc1ccc(S(=O)(=O)N3CCCCC3)cc1)C(=O)C2 (centres undefined),40%,0%,-8%,-3%,0.0%,
CC1(C)CC(NC(=O)COc2ccc(Cl)cc2Cl)CC(C)(C)N1,9%,-5%,-2%,0%,1.3%,
COc1ccc(CN(C)C(=S)Nc2ccc(OC(F)F)cc2)cc1,20%,4%,3%,-15%,2.2%,
CC(C)(O)[C@@H]1[C@H]2OC(=O)[C@@H]1[C@]1(O)C[C@H]3O[C@]34C(=O)O[C@H]2[C@]14C (tested in a mixture with another compound),-6%,-6%,-2%,·,·,
O=C(COC(=O)c1cc(S(=O)(=O)N2CCOCC2)c(Cl)cc1Cl)NC1CC1,-10%,·,-11%,6%,i,
CC(NC(=O)/C(C#N)=C/c1cccs1)c1ccccc1 (centres undefined),13%,-19%,-2%,-3%,1.0%,
COc1cc(C(=O)OCCCc2cc3ccccc3c(=O)o2)cc(OC)c1OC,1%,·,-11%,-10%,0.8%,inhibitors of VEEV 10K pilot screen=5.7
C=C1C2C[C@H](O)C(C)(C)[C@@]2(O)[C@H](O)C[C@]23C[C@@](C)(O)[C@H](CC[C@H]12)[C@H]3OC(C)=O (some centres undefined),-1%,-8%,-8%,-1%,0.7%,
Oc1ccc(/C=N/N=C/c2ccc(O)c(O)c2)cc1O,18%,-8%,3%,4%,i,
c1ccc(-c2nc(NCCCn3ccnc3)c3oc4ccccc4c3n2)cc1,?,11%,?,-7%,i,
NC(=O)c1ccc(NC(=O)CCNC(=O)c2ccco2)cc1,1%,5%,-2%,16%,0.7%,
CCCCc1nc(NCCNC(=O)c2ccco2)c(C#N)c2c1CSC(C)(C)C2,13%,-10%,6%,·,·,
CC/C(=C/c1sc2ccc(C)cc2[n+]1CCO)SC,22%,-17%,-1%,4%,1.3%,
Clc1cc(Cl)cc(CSc2nnc(-c3sccc3-n3cccc3)o2)c1,-7%,-4%,4%,-4%,1.2%,
N#Cc1ccccc1COC(=O)c1ccc(Br)o1,?,21%,70%,2%,0.9%,
CCCCC1(C)OC(=O)C(=Cc2ccc(-c3ccc(Cl)c(C(=O)O)c3)o2)C(=O)O1 (centres undefined),-7%,11%,-3%,20%,0.4%,
# Further records.
SMILES,M. tuberculosis,PhoP GFP inhibition,M. tuberculosis HTS,influenza NS1A,inhibitors of VEEV,others
c1ccc(N/N=C2\CCCc3ccccc32)nc1,47%,16%,9%,3%,1.5%,
CC(CNC(=O)CN1C(=O)c2cccnc2Oc2ccc(Cl)cc21)c1ccccc1 (centres undefined),12%,-9%,3%,-4%,1.0%,
Cn1ncc2c(Nc3ccc(Br)cc3)nc(Nc3ccc(Br)cc3)nc21,·,-3%,?,-2%,4.0%,
COc1ccc(C(=O)Nn2c(SCC(=O)NCc3ccccc3)nc3ccccc3c2=O)cc1,-9%,-7%,-12%,-1%,i,
CCN(CC)CCNC(=O)c1cc2c(=O)n(C)c3ccccc3c2s1,15%,-20%,-15%,-1%,0.3%,
S=C(NCc1ccccc1)Nc1ccncc1,6%,-2%,3%,16%,1.1%,
CCOCCCNC(=O)c1cc(Sc2ccc(C)cc2)nc2ccccc12,40%,1%,2%,-1%,8.6%,
CCCc1ccc(OCC(O)CN2CCN(C(=O)OCC)CC2)cc1 (centres undefined),32%,-2%,-5%,-5%,0.1%,
CC(=O)N/C(=C\c1ccc(F)cc1)C(=O)OC(C)C,-24%,9%,1%,-6%,0.6%,
CCOC(=O)CN1N=C(/C=C/c2ccc(C(C)C)cc2)CCC1=O,19%,0%,?,8%,0.3%,
O=C(Nc1ccc(S(=O)(=O)N2CCCC2)cc1)c1cncc(Br)c1,41%,·,-4%,-4%,0.8%,
Cc1ccc(Cn2c(CCNc3nc(-c4ccc(C)cc4)cs3)nc3cc(C(=O)NCCCO)ccc32)cc1,12%,3%,-8%,-5%,1.2%,
CC(=O)c1ccc(NC(=O)Nc2ccncc2)cc1,6%,10%,2%,-1%,1.7%,
O=C(NN1C(=O)C2C3C=CC(C4CC34)C2C1=O)c1ccc(Br)cc1 (centres undefined),2%,1%,6%,-4%,1.2%,
COc1ccc(CN(C)C(=O)c2ccncc2)c(OC)c1,-7%,1%,-4%,-9%,1.1%,
CCOC(=O)c1cccc(NC(=O)C(NS(=O)(=O)c2ccc3c(c2)CCN3C(C)=O)C(C)C)c1 (centres undefined),11%,-11%,-5%,14%,0.6%,
N#C/C(=C(/O)COc1ccccc1)c1nnc2n1CCCCC2,11%,7%,0%,0%,0.2%,
CCOc1ccc(/C(O)=C2/C(=O)C(=O)N(CCCN3CCOCC3)C2c2ccc(F)cc2)cc1C (centres undefined),11%,-3%,1%,-11%,i,
O=C(CCN1C(=O)COc2ccccc21)NCc1cccnc1,-3%,-1%,-7%,-9%,i,
CN(C)C(CNC(=O)c1ccccc1C(F)(F)F)c1ccco1 (centres undefined),1%,1%,-2%,-16%,i,
CC(Sc1ncccn1)C(=O)NNC(=O)c1cccc(Cl)c1 (centres undefined),5%,·,-4%,3%,0.5%,
Nc1ccc(C(=O)N2CCN(S(=O)(=O)c3ccc4c(c3)OCCO4)CC2)cc1[N+](=O)[O-],8%,-3%,-12%,13%,5.7%,
Oc1ccc2c3c1OC1[C@H](O)CC[C@@]4(O)[C@@H](C2)N(CC2CC2)CC[C@]314 (some centres undefined),-3%&4%,·,2%&2%,2%&-11%,0.7%&0.6%,
COc1cc2[nH]c(=O)c(C(=O)NCc3ccc(F)cc3)c(O)c2cc1OC,3%,6%,5%,-6%,1.4%,
Brc1ccccc1/C=N/Nc1ccccn1,25%,3%,-7%,1%,i,
# Other records follow:
SMILES,M. tuberculosis,PhoP GFP inhibition,M. tuberculosis HTS,influenza NS1A,inhibitors of VEEV,others
C[C@@H]1CN([C@@H](C)CO)C(=O)c2cccc(NS(C)(=O)=O)c2O[C@H]1CN(C)C(=O)Nc1ccc(F)cc1,6%,·,8%,-12%,1.4%,
O=C(Nc1ccc(Cl)cc1C(=O)NCCN1CCOCC1)c1ccco1,-8%,-7%,-6%,3%,1.3%,
O=C1CC(c2ccco2)c2ccc3ccccc3c2N1 (centres undefined),-2%,-7%,5%,-3%,1.3%,
CCCCCCC[C@@H](C/C=C/CCC(=O)N(C)C/C(=C/Cl)C/C(=C\C(=O)N1C[C@H](O)CC1=O)OC)OC,14%,·,-2%,21%,i,
Cc1ccc(NC(=O)CCOc2ccccc2)c(C)c1,66%,4%,7%,-1%,i,
CCOc1ccc(CN(C)C(=O)c2cccnc2SC)cc1OC,-3%,0%,0%,-5%,i,
CN(C)S(=O)(=O)c1ccc(S(=O)(=O)N(Cc2ccco2)Cc2ccccc2Cl)cc1,-28%,-7%,2%,-7%,i,
O=C(N/N=C/c1ccco1)C1CC1,-9%,-2%,-2%,7%,0.8%,
O=C(c1cccc(F)c1)N1CCN(c2cccc(Cl)c2)CC1,24%,-3%,-5%,-7%,8.0%,
CC(=O)c1c(O)c2ccccc2n(C)c1=O,14%,5%,6%,2%,6.8%,
CC(=O)c1ccc(S(=O)(=O)Nc2cc3c(cc2C(C)=O)OCO3)cc1,-3%,6%,6%,0%,1.8%,
CCOc1cc(C)cc2oc(=O)c3c(c12)CCCC3,-21%,-5%,7%,-22%,i,
COc1cccc(C(O)c2nc3ccccc3n2C(C)C)c1OC (centres undefined),-2%,-10%,4%,-5%,i,
Cc1[nH]nc(SCC(=O)Nc2ccc(C#N)cc2)c1[N+](=O)[O-],-7%,-2%,-3%,-3%,0.5%,
Cc1ccc(S(=O)(=O)N(C)Cc2cc3cc(C)ccc3[nH]c2=O)cc1,-6%,-15%,5%,2%,1.6%,
CCOc1ccc(NC(=O)c2ccccc2C(=O)c2ccccc2)cc1OCC,9%,4%,11%,-1%,1.6%,
Cc1cc(=O)oc2cc(NC(=O)c3cccc(Br)c3)ccc12,-7%,-7%,3%,-3%,i,
Cc1cccc(NC(=O)CN2CCN(C(=O)COc3cccc(Br)c3)CC2)c1C,-7%,·,1%,-10%,i,
CCOc1ccc(Nc2nc(Cc3nnc(SCC(=O)NCc4ccco4)n3CC)cs2)cc1,41%,-5%&-7%,-12%,-10%,i,
O=C(Nc1c2n(c(=S)n(-c3ccccc3)c1=O)CCCCC2)c1ccccc1,5%,1%,2%,0%,0.2%,
CN1CCC(Oc2ccccc2Sc2ccc(C(F)(F)F)cc2)CC1,66%,-8%,51%,-4%,i,
Cc1ccc(S(=O)(=O)/N=C(/NC(=S)Nc2cccc(C)c2)c2ccccc2)cc1,15%,6%,-6%,7%,8.8%,
CCOc1ccc(N2C(=O)CN(CC(=O)OC)C2=S)cc1,-16%,1%,2%,7%,i,
O=C(CCCCC(=O)NCCCc1ccccc1)NCCCc1ccccc1,32%,-7%,4%,-1%,2.3%,
CSc1ccc(CN2CCC(Oc3cccc(C(=O)N4CCCC4)c3)CC2)cc1,31%,-3%,22%,-5%,0.6%,

# 4 successive records out of the list so far, quoted:
SMILES,M. tuberculosis,PhoP GFP inhibition,M. tuberculosis HTS,influenza NS1A,inhibitors of VEEV,others
O=C(N/N=C/c1ccco1)C1CC1,-9%,-2%,-2%,7%,0.8%,
O=C(c1cccc(F)c1)N1CCN(c2cccc(Cl)c2)CC1,24%,-3%,-5%,-7%,8.0%,
CC(=O)c1c(O)c2ccccc2n(C)c1=O,14%,5%,6%,2%,6.8%,
CC(=O)c1ccc(S(=O)(=O)Nc2cc3c(cc2C(C)=O)OCO3)cc1,-3%,6%,6%,0%,1.8%,

# (listing goes on)
SMILES,M. tuberculosis,PhoP GFP inhibition,M. tuberculosis HTS,influenza NS1A,inhibitors of VEEV,others
CN1CCN(C(=O)/C=C/c2cccc(Cl)c2)CC1,12%,-21%,-7%,-9%,2.1%,
CCCOc1ccc(C(CC(=O)O)NC(=O)c2sc3ccccc3c2Cl)cc1 (centres undefined),25%,0%,4%,-4%,i,
CC(C)CC1(C)NC(=O)N(CC(=O)Nc2ccc3c(c2)CCC3)C1=O (centres undefined),16%,-1%,-2%,1%,0.3%,
C/C(=N/NC(=O)c1sc(NS(=O)(=O)c2ccccc2)nc1C)c1ccccc1,8%,3%,3%,6%,i,inhibitors of VEEV 10K pilot screen=2.4
CC(NC(=O)OC(C)(C)C)C(=O)Oc1ccc2ccc(=O)oc2c1 (centres undefined),-7%,6%,-2%,2%,0.7%,
CC(=O)Nc1c(Cl)c2c(c(Cl)c1Br)-c1ccc(Cl)cc1C2,·,·,·,-15%,1.7%,
COc1ccc(-c2noc(Cc3ccc(Cl)cc3)n2)cc1OC,·,·,?,-4%,5.5%,
CC(=O)Nc1ccc(S(=O)(=O)Nc2ccc3c(c2)CCC3)cc1,16%,3%,0%,12%,1.5%,
CN(C(=O)COc1cccc(C#N)c1)C1CCS(=O)(=O)C1 (centres undefined),-9%,·,0%,1%,1.6%,
CCCCC(=O)OCC(=O)C1(O)Cc2c(O)c3c(c(O)c2C(OC2CC(NC(=O)C(F)(F)F)C(O)C(C)O2)C1)C(=O)c1c(OC)cccc1C3=O (centres undefined),·,·,·,14%,i,

# Looked up one by one from the list above (4):
SMILES,M. tuberculosis,PhoP GFP inhibition,M. tuberculosis HTS,influenza NS1A,inhibitors of VEEV,others
COc1ccc(-c2noc(Cc3ccc(Cl)cc3)n2)cc1OC,·,·,?,-4%,5.5%,
CN(C(=O)COc1cccc(C#N)c1)C1CCS(=O)(=O)C1 (centres undefined),-9%,·,0%,1%,1.6%,
C/C(=N/NC(=O)c1sc(NS(=O)(=O)c2ccccc2)nc1C)c1ccccc1,8%,3%,3%,6%,i,inhibitors of VEEV 10K pilot screen=2.4
CC(C)CC1(C)NC(=O)N(CC(=O)Nc2ccc3c(c2)CCC3)C1=O (centres undefined),16%,-1%,-2%,1%,0.3%,

# Screening data: PubChem, Southern Research Specialized Biocontainment Screening Center
